EPAC1 ag – agonists of human EPAC1; O95398; EPAC1 agonist qHTS, biochemical assay; response scale: 100% = response to 6.5 mM cAMP; Potency, µM (top dose mostly 154 µM), for the others: top-dose activation, most hits filed as activators; hit rate 0.073% among 360,000; note: potency is the fitted concentration of half-maximal effect; nearly all actives have a fitted effect of over 60% in size
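Normalized to 6.5 mM cAMP, activity reflects EPAC1-catalysed release of BODIPY-GDP from Rap1B, followed kinetically over 30 min at 480 nm excitation, 540 nm emission. Reaction contained 100 nM EPAC1, 250 nM Rap1B-BODIPY-GDP, 50 uM GDP.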
PLK1 PBD block – PLK1 (human) polo-box domain binding inhibition | P53350 | Plk1 PBD binding of FITC phosphopeptide, fluorescence polarization | Potency, µM, for inactives: max response, negative = inhibition, hits mostly inhibitors | hit rate 2.8% among 360,000 | AID 720504; note: potency is the fitted concentration of half-maximal effect; series mostly up to about 57 µM; % is set by controls: 0 for no effect and ±100 for the full control effect; nearly all actives have a fitted effect of over 65% in size
Mm-Cpn inhibitor – M. maripaludis TRiC chaperonin inhibition; hit rate 0.031% among 330,000; AID 504842; Potency, µM (titrated, usually from 76.9 µM), inactives show at the top dose activity, negative = inhibition, usual class: inhibitors; purified Mm-Cpn ATPase, ADP Transcreener TR-FRET; note: potency is the fitted concentration of half-maximal effect; % is set by controls: 0 for no effect and ±100 for the full control effect; nearly all actives have a fitted effect of over 80% in size
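TR-FRET (320 nm excitation; 590 and 665 nm emission) reports ADP made from 10 uM ATP by 25 nM enzyme; compounds were preincubated 10 min, reaction run 30 min, both at 37°C.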
CCT modulator – modulators of cytosolic chaperonin (CCT/TRiC) activity | purified chaperonin ATPase assay, HTRF ADP detection, 30 min | activity change, % (no concentration beside the values), hits read low | hit rate 0.3% among 360,000; in the data active = activity change below about -30%; note: % is set by controls: 0 for no effect and ±100 for the full control effect
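TRiC (40 or 20 nM final, by batch activity) in 30 mM Tris pH 7.4, 100 mM KCl, 5 mM MgCl2, 1 mM DTT was treated with compound at 76 uM single dose, then 10 uM ATP, 30 min at 37 °C. ADP was read by HTRF Transcreener.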
EPAC2 antag – antagonists of human EPAC2; AID 720708; Potency, µM (doses to about 114 µM), for inactives: at the top dose activity, negative = inhibition, usual class: inhibitors; EPAC2 GEF exchange of Rap1B-BODIPY-GDP, fluorescence; hit rate 0.18% among 360,000; Q8WZA2; note: potency is the fitted concentration of half-maximal effect; % is set by controls: 0 for no effect and ±100 for the full control effect; nearly all actives have a fitted effect of over 45% in size; many of its hits are not listed in these tables
WRN inhibitor – blocks human WRN helicase. WRN helicase unwinding, fluorescent forked duplex, kinetic. Potency, µM (series often up to 114 µM), inactives show at the highest dose activity change, negative = inhibition, usual class: inhibitors. hit rate 0.46% among 360,000. AID 651768; note: potency is the fitted concentration of half-maximal effect; % is set by controls: 0 for no effect and ±100 for the full control effect; nearly all actives have a fitted effect of over 55% in size
Target sequence (Q14191 whole entry, looked up): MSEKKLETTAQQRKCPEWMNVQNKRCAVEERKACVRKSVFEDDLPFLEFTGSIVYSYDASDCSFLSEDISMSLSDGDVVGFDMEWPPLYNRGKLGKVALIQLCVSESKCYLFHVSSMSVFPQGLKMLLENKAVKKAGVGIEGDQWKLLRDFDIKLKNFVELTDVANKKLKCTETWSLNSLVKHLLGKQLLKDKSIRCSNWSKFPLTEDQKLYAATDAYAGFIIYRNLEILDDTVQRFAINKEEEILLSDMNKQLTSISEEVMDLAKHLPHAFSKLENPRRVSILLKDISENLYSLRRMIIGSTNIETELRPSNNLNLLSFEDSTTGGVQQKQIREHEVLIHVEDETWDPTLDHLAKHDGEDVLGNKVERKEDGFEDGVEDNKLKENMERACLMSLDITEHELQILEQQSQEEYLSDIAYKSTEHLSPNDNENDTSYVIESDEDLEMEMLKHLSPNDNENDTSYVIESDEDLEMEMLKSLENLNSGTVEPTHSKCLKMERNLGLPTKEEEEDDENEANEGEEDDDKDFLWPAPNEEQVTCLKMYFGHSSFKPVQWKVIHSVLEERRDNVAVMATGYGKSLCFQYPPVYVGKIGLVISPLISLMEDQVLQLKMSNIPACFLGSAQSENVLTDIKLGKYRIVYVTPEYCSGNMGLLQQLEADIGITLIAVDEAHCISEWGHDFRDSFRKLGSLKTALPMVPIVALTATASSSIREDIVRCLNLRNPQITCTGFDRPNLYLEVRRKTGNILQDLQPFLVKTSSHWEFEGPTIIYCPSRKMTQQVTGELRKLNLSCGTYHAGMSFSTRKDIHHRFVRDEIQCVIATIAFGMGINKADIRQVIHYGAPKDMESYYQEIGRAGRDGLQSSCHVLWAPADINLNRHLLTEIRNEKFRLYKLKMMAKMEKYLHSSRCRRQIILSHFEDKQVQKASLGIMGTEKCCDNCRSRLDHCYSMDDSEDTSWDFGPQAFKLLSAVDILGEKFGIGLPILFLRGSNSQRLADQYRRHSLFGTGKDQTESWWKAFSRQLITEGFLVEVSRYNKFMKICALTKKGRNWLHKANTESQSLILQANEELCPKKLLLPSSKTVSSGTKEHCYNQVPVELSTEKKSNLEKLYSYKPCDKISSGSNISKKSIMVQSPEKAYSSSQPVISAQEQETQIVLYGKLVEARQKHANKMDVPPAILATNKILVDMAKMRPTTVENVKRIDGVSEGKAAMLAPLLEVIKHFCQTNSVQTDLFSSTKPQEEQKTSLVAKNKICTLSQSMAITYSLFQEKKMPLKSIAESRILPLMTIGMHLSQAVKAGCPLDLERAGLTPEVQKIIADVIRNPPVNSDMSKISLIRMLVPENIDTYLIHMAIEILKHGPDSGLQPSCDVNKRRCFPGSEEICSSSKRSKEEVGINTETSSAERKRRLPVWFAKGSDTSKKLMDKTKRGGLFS
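Enzyme (20 nM final) and test compound sit together 15 min at room temperature before substrate addition. Substrate is a single-forked duplex oligonucleotide (100 nM) labelled with fluorophore and quencher, with 2 mM ATP; helicase unwinding raises red fluorescence, read kinetically.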
PI5P4K alpha inh – PI5P4K alpha (human) kinase inhibition | P48426 | PI5P4Kalpha enzyme, ADP-Glo luminescence, 60 min; stronger effect = lower value | max response, % | hit rate 1.2% among 330,000 | AID 652105; active = max response of -50% or lower; inconclusive = between -30% and -50%; inactive = -30% or higher; note: value at the top dose of about 77 µM; % is set by controls: 0 for no effect and ±100 for the full control effect
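Reactions run in 0.038 M HEPES pH 7.4, 0.28 mM EGTA, 0.1% CHAPS and 5% DMSO, with PI5P4Kalpha, substrate, compound and 5 microM ATP final, one hour at room temperature. Readout is ADP-Glo luminescence.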
EPAC1 antag – blocks human EPAC1 exchange factor | AID 720709 | hit rate 0.14% among 360,000 | Potency, µM (top dose mostly 115 µM), without a hit: at the top dose activity change, negative = inhibition, most hits filed as inhibitors | EPAC1 GEF assay, Rap1b-BODIPY-GDP exchange fluorescence | O95398;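 note: potency is the fitted concentration of half-maximal effect; plate controls were vehicle for no effect and positive control for full effect; nearly all actives have a fitted effect of over 50% in size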
* hit, by the source's call; ? = inconclusive; . = not tested or not shown; [ ] = another dose, or the depositor's remark. Unless noted, calls come from the whole dose curve; as a rule, active = well fitted curve in the direction sought with a large enough effect; inconclusive = small, poorly fitted or top-dose-only effect, or another doubt; inactive = no such curve, though single readings can be large; an effect the other way counts as inactive or inconclusive.

SMILES | EPAC1 ag | PLK1 PBD block | Mm-Cpn inhibitor | CCT modulator | EPAC2 antag | WRN inhibitor | PI5P4K alpha inh | EPAC1 antag
COc1cccc(SCc2noc(C(=O)NCc3ccccc3)c2C(=O)NCc2ccccc2)c1 | -5% | -5% | 2% | 2.4 | 5% | -7% | -2 | -17%
COCCNC(=O)c1c(N)n(/N=C/c2ccc(F)cc2)c2nc3ccccc3nc12 | -2% | -1% | -1% | -3.5 | 6% | 4% | 3 | 11%
Cc1ccc(Sc2cc(C(=O)NCCCN(C)C)c3ccccc3n2)cc1 | 0% | -20% | -22% | 0.7 | 10% | 11% | -8 | 9%
Cc1nc2nc(C)c(CCC(=O)NCCC3=CCCCC3)c(C)n2n1 | 7% | -8% | ? | -2.0 | 2% | 3% | . | -8%
Cc1nn(C(C)(C)C)c(OC(=O)c2cccs2)c1S(=O)(=O)c1ccccc1 | 15% | -4% | 0% | -1.7 | -11% | -10% | 0 | 1%
CCc1ccc(NC(=O)c2noc3c2CCCCC3)cc1 | 5% | -7% | -2% | -0.7 | 11% | 9% | . | 11%
Cc1cccc(C)c1NC(=O)CN1C(=O)C(C)Oc2ccccc21 (stereo not given) | -3% | -10% | -6% | -10 | 19% | -22% | 1 | 11%
COc1ccccc1CNS(=O)(=O)c1ccc(Br)s1 | 9% | -7% | 1% | -1.4 | -2% | -3% | 1 | 5%
Cc1nc2ccccc2n1/N=C/c1ccc([N+](=O)[O-])o1 | 10% | -9% | . | -2.2 | -6% | -15% | . | 1%
O=c1[nH]c2ccc(S(=O)(=O)NCc3ccccn3)cc2s1 | 0% | -10% | -2% | 2.9 | -4% | 4% | 0 | -21%
COc1ccc(-n2c(SCC(N)=O)nc3nc4c(cc3c2=O)COC(C)(C)C4)cc1 | -3% | 2% | 0% | -1.9 | 12% | -6% | -7 | -19%
COC(=O)[C@H](CC(C)C)NC(=O)Cn1cnc2c(NCc3ccccc3)ncnc21 | -29% | -9% | 0% | -12 | 7% | 0% | 1 | 7%
Cc1cc(C)c(-c2cc(NC(=O)CSc3n[nH]c(N)n3)n(-c3ccccc3)n2)cc1C | 4% | -1% | 2% | 2.3 | -18% | -14% | 15 | -7%
CCOC(=O)N1CCN(C(=O)CCc2nc3sc4c(c3c(=O)[nH]2)CCCC4)CC1 | 1% | 5% | 0% | -1.5 | -7% | -3% | 0 | -14%
O=C(CCC(=O)Nc1ccc(F)cc1)N/N=C/c1ccccc1O | 2% | -3% | 1% | -2.7 | 0% | -22%[57.1 µM] | 4 | -3%
Cc1ccccc1Cn1c(CN2CCN(C(=O)c3ccco3)CC2)nc2c1c(=O)n(C)c(=O)n2C | 1% | -5% | -5% | -7.6 | 2% | 0% | 8 | -15%
O=C(O)c1ccc(Cn2cc(Cl)cn2)cc1 | 1% | 2% | 1% | -0.8 | 9% | 2% | -4 | 15%
CCc1cccc(C)c1NC(=O)COC(=O)c1cc([N+](=O)[O-])ccc1N1CCOCC1 | -3% | -3% | 2% | -1.3 | 24% | 0% | -1 | 10%
O=C(NCCCn1ccnc1)c1cc2ccccc2oc1=O | -7% | 0% | 1% | 3.3 | 6% | -2% | 2 | 4%
Clc1cccc(C[n+]2cc(-c3ccccc3)n3c2CCC3)c1 | -8% | -7% | 1% | -0.8 | 14% | -1% | -5 | -14%
O=C(CCCn1c(=O)[nH]c2ccc(Br)cc2c1=O)NCc1ccc(Cl)cc1 | 2% | -4% | -6% | 1.0 | 19% | -5% | 4 | 3%
CC(=O)NCCc1nc2ccccc2n1CCOc1ccccc1C | 1% | ? | -1% | -2.0 | 0% | -2% | -26 | 3%
CC(C)CCNC(=O)C(c1ccco1)N(C(=O)Cn1nnc2ccccc21)c1ccc2c(c1)OCO2 (stereo not given) | -11% | -7% | 0% | 1.9 | 8% | 6% | 12 | -7%
CS(=O)(=O)N(CC(=O)NC1CCCCCC1)Cc1ccccc1 | 1% | -6% | -1% | -0.3 | 9% | 5% | . | -4%
CNc1snc(C)c1C(=O)OC(C)C(=O)c1ccc(F)cc1 (stereo not given) | 6% | 1% | -3% | -2.6 | -24% | -2% | -5 | 5%
CCCCC(=O)Nc1cc(NC(=O)CC)ccc1Cl | 0% | -2% | -2% | 1.3 | 9% | 8% | -2 | 10%
CCOC(=O)[C@H](CCc1ccccc1)N[C@@H](C)C(=O)N1C(C(=O)O)C[C@@H]2CCC[C@@H]21 (stereo not given in full) | -14% | -10% | 1% | -0.3 | 6% | 3% | -4 | -20%
Cc1ccc(N2C(=O)CC(Sc3nc(C)cc(C)n3)C2=O)cc1 (stereo not given) | 6% | -20% | 1% | -2.0 | 4% | 0% | -3 | -10%
O=C(Nc1ccccc1N1CCOCC1)C1CCN(S(=O)(=O)c2cccc(C(F)(F)F)c2)CC1 | -20% | -10% | 0% | -1.0 | -19% | -9% | 0 | -26%
CCOc1ncccc1C(=O)OCCN1C(=O)c2ccccc2C1=O | 2% | -17% | -2% | 2.5 | 17% | -13% | 0 | 1%
CCOC(=O)N1CCN(C(=O)c2ccc3c(SCC(=O)O)c4c(nc3c2)CCC4)CC1 | 16% | -10% | 1% | -1.4 | 7% | -4% | -14 | -8%
CC1CCCN(C(=S)SCC(=O)O)C1 (stereo not given) | -8% | -1% | -1% | 0.6 | 0% | -2% | 2 | -18%
CCOc1ccc(CCNC(=O)COC(=O)c2cccc(S(=O)(=O)N3CCCCC3)c2)cc1OCC | 11% | -7% | -1% | -0.7 | -10% | -11% | 6 | -14%
O=C(OCC(=O)N1CCCCCC1)c1ccc(Cl)c(S(=O)(=O)N2CCCC2)c1 | 7% | 11µM* | -1% | -3.8 | -7% | -28% | -61* | -4%
CCCC(=O)Nc1c2c(nn1-c1ccccc1)CSC2 | 14% | -2% | -4% | 1.4 | 5% | -11% | -2 | ?
COC(=O)[C@@]1(Cc2ccc(F)cc2)[C@H]2c3cc(C(=O)N4CCCC4)n(CCc4ccc(OC)c(Br)c4)c3C[C@H]2CN1C(=O)c1ccccc1 | 4% | -6% | . | 0.6 | -8% | -9% | 6 | -14%
CC1=NN(C(=O)c2ccccc2F)C(O)(c2ccc(Cl)cc2)C1 (stereo not given) | 12% | -8% | 5% | 2.5 | 0% | 0% | -2 | 10%
COCCNc1nc(-n2nc(C)cc2C)nc2sc3c(c12)CCCC3 | 6% | -11% | . | 1.7 | -8% | -18% | -6 | -17%
CC(C)(C)NS(=O)(=O)c1ccc2[nH]c3c(c2c1)CCCCC3 | 2% | -10% | 1% | -1.4 | -10% | -7% | -8 | -28%
Cc1c(C(=O)Nc2ccc(C(F)(F)F)cc2)sc2ncn(CC(=O)N3CCN(c4ccccn4)CC3)c(=O)c12 | 3% | -2% | -1% | -3.0 | 1% | -9% | 3 | -4%

Reformatted with two lines to a compound: entries from further up.
Sequence of screens: EPAC1 ag	PLK1 PBD block	Mm-Cpn inhibitor	CCT modulator	EPAC2 antag	WRN inhibitor	PI5P4K alpha inh	EPAC1 antag
O=C(Nc1ccccc1N1CCOCC1)C1CCN(S(=O)(=O)c2cccc(C(F)(F)F)c2)CC1
 : -20%	-10%	0%	-1.0	-19%	-9%	0	-26%
CCOc1ncccc1C(=O)OCCN1C(=O)c2ccccc2C1=O
 : 2%	-17%	-2%	2.5	17%	-13%	0	1%

Next section:
SMILES | EPAC1 ag | PLK1 PBD block | Mm-Cpn inhibitor | CCT modulator | EPAC2 antag | WRN inhibitor | PI5P4K alpha inh | EPAC1 antag
CC(=O)Nc1scc(-c2ccccc2)[n+]1-c1ccc(C)cc1 | 2% | -3% | -2% | -1.3 | 32µM* | -1% | -2 | -5%
O=C1N/C(=C/c2ccc(Br)cc2)C(O)=C1C=NCc1ccccc1 | 6% | -4% | 4% | 0.7 | 1% | -6% | -17 | -2%
Cc1n[nH]c(=O)c2c(NC(=O)COC(=O)/C=C/c3cccc(C(F)(F)F)c3)oc(C)c12 | 7% | -17% | 1% | -1.1 | -3% | -6% | 3 | -15%
CCCn1nc(C(=O)Nc2cc(OCC)c(N3CCOCC3)cc2OCC)c2ccccc2c1=O | 2% | -12% | . | -0.8 | ? | -2% | -3 | -4%
Nc1nc2n(n1)C(c1cccs1)CC(c1ccc(F)cc1)N2 (stereo not given) | 5% | 2% | 0% | -1.3 | -1% | -1% | . | -2%
COc1ccc(NC(=O)C2C3CCC(O3)C2C(=O)O)cc1OC (stereo not given) | 10% | 4% | -2% | 0.0 | 15% | 6% | -10 | -6%
COc1ccc(CCNc2nc(C)nc3c2nnn3Cc2ccccc2)cc1OC | 5% | -1% | 1% | -0.4 | 0% | -4% | 9 | 5%
O=C(OCCOCCN=C1NS(=O)(=O)c2ccccc21)C1CC(=O)N(c2ccccc2)C1 (stereo not given) | -11% | 2% | 2% | -0.6 | 5% | -1% | 4 | 6%
C#Cc1ccc(CN2CCN(CCCc3ccccc3)C(CCO)C2)cc1 (stereo not given) | 3% | -22% | -2% | -5.1 | -13% | 4% | 0 | 4%
COc1cccc(CN2CCNC(=O)C2CC(=O)NCCOc2cccnc2)c1 (stereo not given) | -2% | -9% | -3% | -1.7 | 4% | -28%[57.1 µM] | -7 | -20%
S=C(c1ccc(-c2ccc(Br)cc2)o1)N1CCCCC1 | 5% | -13% | -8% | -5.6 | 7% | 5% | 1 | 10%
CCCCn1c(=O)cc(C)n(-c2ccccc2)c1=O | -1% | -3% | . | -0.7 | -2% | -6% | 1 | -5%
C/C(=N\N1CCN(Cc2ccc(Cl)cc2)CC1)c1ccc([N+](=O)[O-])cc1 | -7% | 9% | 2% | -0.7 | -2% | 9% | -6 | -3%
CCCc1cc(=O)oc2cc(C)c3c(C)coc3c12 | -1% | -1% | -1% | 0.7 | 3% | -4%[57.1 µM] | . | 6%
CN(CC(=O)Nc1ccccc1Cl)C(=O)c1ccccc1Sc1ccccc1C#N | -1% | -3% | 1% | 1.9 | 15% | -11% | 7 | 4%
Cn1c(=O)cc(SCC(=O)NCCN2CCN(c3ccccc3F)CC2)c2cc(Cl)ccc21 | 0% | -11% | -1% | -1.1 | 13% | -7% | 2 | 2%
CC(=O)Nc1ccc(NC(=O)CSc2nccn2Cc2ccco2)cc1 | 10% | -2% | 0% | -1.3 | 4% | ? | 3 | -13%
O=C(CCn1cnc2ccccc21)N=Nc1c(O)[nH]c2ccccc12 | 4% | -12% | 0% | -0.4 | 0% | -8% | -3 | -22%
CSCCC(NC(=O)/C(=C\c1ccc(Cl)cc1)NC(=O)c1ccccc1)C(=O)O (stereo not given) | 5% | -5% | 0% | 1.8 | 2% | -1% | -2 | 11%

Some of the compounds tested; count on the stated rates, not on these rows.
